High-throughput results from PubChem.
TMEM16A act: activates or potentiates the mouse TMEM16A chloride channel. B-score at 10 µM. Q8BHY3. 340,000 compounds, 0.3% hits. AID 623877. HEK293 TMEM16A/YFP-H148Q/I152L, iodide quench fluorescence; hits give low values;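 active = fluorescence-ratio B-score plate-corrected deviation score at least 3 library SD below zero, with starting fluorescence score within 5 deviations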;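 note: channel opened by trigger with iodide after compound preincubation; score built on the fluorescence ratio of max minus min over baseline; more negative score means more quench and so TMEM16A activation or potentiation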
Dyrk1A ADPGlo: inhibitors of rat Dyrk1A kinase; inhibition, % at 12.5 µM; ADP-Glo luminescence, NFATc1 peptide; Q63470; 310,000 compounds, 0.43% hits; in the data active = inhibition above about 50%;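 note: plate controls were vehicle with enzyme for no effect and no enzyme for full effect; many of its hits are not listed in these tables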
TRPC4 PAM: allosterically enhances the mouse TRPC4 cation channel; HEK293 TRPC4beta/mu-opioid, DAMGO EC20, Fluo-4 Ca2+ flux; hits give high values; B-score at 10 µM; 310,000 compounds, 0.42% hits; AID 2227;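 active = B-score of calcium response area above 5 SD of library B-scores, with initial fluorescence ratio within 5 SD of library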;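 note: B-score of integrated fluorescence ratio over time as area under calcium response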
HDAC3 inh: blocks human histone deacetylase 3. recombinant HDAC3, fluorogenic peptide/trypsin coupled, fluorescence. inhibition, % at 8.3 µM. 320,000 compounds, 0.15% hits. O15379; in the data active = inhibition above about 26%, passing the limit was not always enough
hERG protect: hERG (human) protection from proarrhythmic block | CHO-hERG, FluxOR thallium flux, dofetilide IC70 present | activation (rescue from dofetilide block), less the hit threshold, % at 10 µM | 310,000 compounds, 0.51% hits;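 active = activation above the mean of controls blocked by dofetilide plus 5 SD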;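 note: thallium influx through hERG after potassium depolarization seen as dye fluorescence rise; in these data hits start at about 4.7%; inactives centre near -7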
KCNK9 block: inhibitors of human KCNK9 two-pore domain potassium channel | Q9NPC2 | HEK293 KCNK9, FluxOR thallium flux fluorescence; hits give low values | B-score at 10 µM | 310,000 compounds, 1.2% hits;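 active = ratio B-score over 3 SD below the library mean, with starting fluorescence within 5 SD of its mean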;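 note: negative B-score means less thallium flux so channel inhibition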
Target sequence (Q9NPC2 whole entry, looked up, the tested form may be a part): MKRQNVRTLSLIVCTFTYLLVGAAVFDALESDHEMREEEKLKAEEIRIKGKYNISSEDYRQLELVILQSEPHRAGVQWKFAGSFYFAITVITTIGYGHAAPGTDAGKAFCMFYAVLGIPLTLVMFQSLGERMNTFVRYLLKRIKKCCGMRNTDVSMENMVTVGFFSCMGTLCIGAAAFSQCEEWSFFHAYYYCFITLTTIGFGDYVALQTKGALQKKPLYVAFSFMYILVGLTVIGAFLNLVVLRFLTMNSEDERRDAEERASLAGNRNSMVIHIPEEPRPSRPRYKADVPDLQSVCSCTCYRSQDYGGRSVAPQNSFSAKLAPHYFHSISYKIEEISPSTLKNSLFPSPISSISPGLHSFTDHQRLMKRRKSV
TRPC4 agonist: activators of mouse TRPC4 channel; Q9QUQ5; HEK293 TRPC4beta/mu-opioid, Fluo4 calcium fluorescence; hits give high values; B-score at 10 µM; 310,000 compounds, 0.49% hits; AID 2237;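 active = B-score above 5 SD of library B-scores, and initial fluorescence ratio not above library mean plus 5 SD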;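 note: positive B-score marks a calcium rise read as TRPC4 activation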
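Material: HEK293 stable line with TRPC4beta plus mu-opioid receptor; technique: Fluo4 calcium-sensitive dye fluorescence, kinetic, 1 Hz baseline; timing: Fluo4 dye loading 45 min at room temperature, 110 s recording; controls: assay buffer as low control, maximal DAMGO as high control; read-out: integrated baseline-normalised fluorescence ratio, converted to per-well B score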
TMEM16A inh: mouse TMEM16A channel inhibition, primary screen; HEK293 TMEM16A/YFP iodide influx fluorescence, ionomycin; normalized B-score (activity score, 25-100; higher = stronger inhibition) at 10 µM; 310,000 compounds, 1.2% hits; AID 588511;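 active = ratio plate-corrected score three or more library SD toward inhibition, starting fluorescence score within five deviations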;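 note: score derived from kinetic fluorescence span divided by baseline fluorescence per well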
KCNQ1 inh: inhibitors of human KCNQ1 potassium channel | CHO-K1 KCNQ1, FluxOR thallium flux fluorescence; hits give high values | B-score at 10 µM | 310,000 compounds, 1.3% hits | AID 2642;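 active = compounds whose thallium flux B-score, printed positive for inhibition, exceeds three library SD while starting fluorescence stays within three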;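 note: channel opened by potassium depolarization with thallium stimulus after 20 min compound exposure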
Target sequence (P51787 whole entry, looked up): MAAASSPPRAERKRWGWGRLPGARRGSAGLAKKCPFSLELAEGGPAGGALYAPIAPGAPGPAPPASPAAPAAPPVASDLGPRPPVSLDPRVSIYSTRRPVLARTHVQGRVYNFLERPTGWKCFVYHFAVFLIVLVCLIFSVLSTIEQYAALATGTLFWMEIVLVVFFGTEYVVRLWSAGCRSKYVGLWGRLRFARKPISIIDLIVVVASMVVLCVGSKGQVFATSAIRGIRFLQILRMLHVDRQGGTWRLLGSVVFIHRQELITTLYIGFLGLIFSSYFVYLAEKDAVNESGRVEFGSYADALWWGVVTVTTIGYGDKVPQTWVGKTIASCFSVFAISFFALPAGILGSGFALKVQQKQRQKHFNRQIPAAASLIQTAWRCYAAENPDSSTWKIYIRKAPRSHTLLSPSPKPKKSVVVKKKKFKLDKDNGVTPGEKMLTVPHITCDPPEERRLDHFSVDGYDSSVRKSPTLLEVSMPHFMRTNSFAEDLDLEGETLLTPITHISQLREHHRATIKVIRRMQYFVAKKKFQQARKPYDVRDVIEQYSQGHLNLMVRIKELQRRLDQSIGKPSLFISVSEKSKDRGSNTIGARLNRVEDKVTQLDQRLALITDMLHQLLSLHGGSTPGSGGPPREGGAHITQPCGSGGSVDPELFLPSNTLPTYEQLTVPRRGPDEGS
KCNK3 inh: human KCNK3 channel inhibition, primary screen; O14649; CHO-KCNK3 thallium flux, FluxOR fluorescence; hits give low values; B-score at 10 µM; 340,000 compounds, 0.84% hits; AID 602410;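 active = B-score under library mean minus 4 SD, starting fluorescence ratio at most library mean plus 5 SD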;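 note: more negative B-score means stronger inhibition of thallium flux through KCNK3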
KCNQ1 pot: potentiates or activates the human KCNQ1 potassium channel. P51787. CHO-K1 KCNQ1, thallium flux FluxOR fluorescence; hits give high values. B-score at 10 µM. 310,000 compounds, 0.35% hits. AID 2648;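 active = fluorescence ratio B-score, a plate-corrected score, at least three library SD, with initial intensity B-score within 5 SD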
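System: Stable KCNQ1 CHO-K1 line | Incubation: 90 min dye loading and 20 min compound exposure, both at room temperature | Measure: Ratio B score | Medium: Assay buffer for compound exposure, DMSO matched across wells | Compound dosing: Single-concentration screen | Probe or stimulus: K+/Tl+ depolarizing stimulus | Measured by: Kinetic FluxOR fluorescence, 10 s baseline plus 110 s post-stimulus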
Starred values were filed as active, the others as inactive; i = inactive; nt = no result given. The list is partial. The share of hits here may be higher or lower than overall.

Values run as follows: KCNK3 inh | TMEM16A act | TMEM16A inh | KCNK9 block | TRPC4 PAM | hERG protect | Dyrk1A ADPGlo | TRPC4 agonist | KCNQ1 pot | KCNQ1 inh | HDAC3 inh
C1CCC2S[C@H]3CCCCC3NC2C1 (some centres undefined)
 : i | i | i | i | i | 5.3* | 1 | i | i | i | 1
CN(C)C=C1C(=O)N(C2CCCCC2)C(=O)N(C2CCCCC2)C1=O
 : i | i | i | i | i | -17 | 17 | 95* | i | i | 5
CC(=O)c1cn(CCCOc2ccccc2)c2ccccc12
 : i | i | i | i | i | -16 | 15 | i | i | i | -2
O=C(Cc1ccccc1)N1CCN(C/C=C/c2ccccc2)CC1
 : i | i | i | i | i | -4 | -1 | i | i | i | -3
COCC(C)OC(=O)c1c(N)n(Cc2ccco2)c2nc3ccccc3nc12 (centres undefined)
 : i | i | i | i | i | -11 | -6 | i | i | i | -61
COCCCn1c(-c2ccc(OC)cc2)cc(C(=O)NC2CCCCCCC2)c1C
 : i | i | i | i | i | -7 | -3 | i | i | i | 12
COc1ccc(-n2c(O)c(C=NCc3ccc4c(c3)OCO4)c(=O)[nH]c2=O)cc1
 : i | i | i | i | i | -7 | -2 | i | i | i | 13
O=c1[nH]c(=O)n(-c2cccc(Cl)c2)c(O)c1C=NCCN1CCCCC1
 : i | i | i | i | i | -8 | nt | i | i | i | -2
CC1CN=C(Nc2ccc(N(C)C)cc2)S1 (centres undefined)
 : i | i | i | i | i | -4 | 2 | i | i | i | -1
COc1ccc(N2C(=O)CC(N3CC=C(c4ccccc4)CC3)C2=O)cc1 (centres undefined)
 : i | i | i | i | i | -13 | -10 | i | i | i | 3
CC(C)COC(=O)c1ccccc1C(=O)OCC(C)C
 : i | i | i | i | i | -6 | 13 | i | i | i | 0
C[N+]1(C)C2CCC1CC(OC(=O)C(CO)c1ccccc1)C2 (centres undefined)
 : i | i | i | i | i | -6 | 2 | i | i | i | -2
CN1C(=O)NC(=O)[C@]2(Cc3ccccc3N3CCN(c4ccccc4)CC32)C1=O (some centres undefined)
 : i | i | i | i | i | -13 | -4 | i | i | i | -2
CC(C)C12CN3CCN(CC(C3)C1O)C2 (centres undefined)
 : i | i | i | i | i | -9 | -4 | i | i | i | 3
CCOc1cc2c(cc1OCC)-n1cccc1C(c1ccc(C)cc1C)NC2 (centres undefined)
 : i | i | i | i | i | -7 | 0 | i | i | i | 9
CCOC(=O)Cn1cc([N+](=O)[O-])nc1[N+](=O)[O-]
 : i | i | i | i | i | -5 | -1 | i | i | i | 0
CCc1cc2c(s1)NC(=O)CN=C2c1cccs1
 : i | i | i | i | i | -6 | 0 | i | i | i | 4
CCOC(=O)c1c(C=O)c2ccccc2n1Cc1ccccc1F
 : i | i | i | i | i | -13 | -3 | i | i | i | -3
O=[N+]([O-])c1ccc(N2CCNCC2)c2ncccc12
 : nt | nt | nt | i | 24* | -2 | nt | 69* | i | i | nt
c1ccc2[nH]c(CCNC3CCCCC3)nc2c1
 : i | i | i | i | i | -10 | 4 | 65* | i | i | -11
CCC(=O)O[C@@H]1[C@@H](OC(C)=O)[C@@]2(O)C(C[C@H](O)C2(C)C)[C@](C)(O)[C@H]2CC[C@@H]3[C@@H](O)[C@]12C[C@@]3(C)O (some centres undefined)
 : i | i | i | i | i | -8 | -3 | i | i | i | -9
N#CCCn1cc(C(=O)NCc2ccccc2)c(-c2ccccc2)n1
 : i | i | i | i | i | -6 | 1 | i | i | i | 2
N[C@@H](CCl)C(=O)O
 : i | i | i | i | i | -6 | -5 | i | i | i | 3
CCOC(=O)C1C2NC(=O)N(Cc3ccccc3)C1(C)Oc1c(OC)cccc12 (centres undefined)
 : i | i | i | i | i | -10 | -3 | i | i | i | 2
Cc1ccc(N(C)C(=O)Oc2cccc3cccnc23)cc1
 : i | i | i | i | i | -11 | 8 | i | i | i | 1
CC(=O)c1cn(Cc2ccccc2F)c2ccccc12
 : i | i | nt | i | i | 0 | -1 | i | i | i | nt
C[N+]12CCC(CC1)C(C(O)(c1ccccc1)c1cccs1)C2 (centres undefined)
 : i | i | i | i | i | -3 | -2 | i | i | i | 5
CCCCn1c(NS(=O)(=O)c2ccc(C)cc2)c(C(=O)OCC)c2nc3ccccc3nc21
 : i | i | i | i | i | -8 | -8 | i | i | i | -8
COc1ccc(CCNC(C)CCc2ccc(OC)cc2)cc1 (centres undefined)
 : i | i | i | i | i | -9 | -56 | i | i | i | -15
CCOC(=O)C(NC(=O)CC)(Nc1ccc(C(O)(C(=O)OCC)C(F)(F)F)cc1C)C(F)(F)F (centres undefined)
 : i | i | i | i | i | -10 | -1 | i | i | i | 12
O=C(C[N+]12CCN(CC1)CC2)NCCc1ccc(Cl)cc1Cl
 : i | i | i | i | i | -3 | -1 | i | i | i | 2
CC(=NCc1ccco1)c1c(O)n(-c2ccc(Cl)cc2)c(=O)[nH]c1=O
 : i | i | i | i | i | -6 | 3 | i | i | i | -9
CC(C)NCC(O)c1ccc(C2CCCC2)cc1 (centres undefined)
 : i | i | i | i | i | -6 | -3 | i | i | i | 4
Cc1ccc(-n2c(O)c(C=Nc3ccc(S(=O)(=O)N(C)C)cc3)c(=O)[nH]c2=O)cc1
 : i | i | i | i | i | -13 | 2 | i | i | i | 2
O=P(CN1CCN(c2ccccc2)CC1)(N1CCCCC1)N1CCCCC1
 : i | i | i | i | i | -5 | nt | i | i | i | 0
Cc1cc(OC(=O)CCCNC(=O)OC(C)(C)C)c2c3c(c(=O)oc2c1)CCC3
 : i | i | i | i | i | -11 | 0 | i | i | i | 7
Cc1sc2ncn(CC(=O)NCC(=O)N3CCC4(CC3)OCCO4)c(=O)c2c1C
 : i | i | i | i | i | -7 | -2 | i | i | i | -4
Cc1cc(OCC(=O)NCC(O)c2ccccc2)c2c3c(c(=O)oc2c1)CCCC3 (centres undefined)
 : i | i | i | i | i | -5 | -5 | i | i | i | 1
O/N=C1/C(=C\c2ccccc2)N2CCC1CC2
 : i | i | i | i | i | -8 | 9 | i | i | i | 4
CCCCn1c(=O)c(C(=O)NCc2ccccc2OC)c(O)c2ccccc21
 : i | i | i | i | i | -10 | 1 | i | i | 7* | 1
CCC(CC)C1C(C#N)=C(N)Oc2c1c(=O)oc1ccccc21 (centres undefined)
 : i | i | i | i | i | -5 | 10 | i | i | i | 6
Cc1ccc(CN2CCCN(Cc3ccc(C)cc3)S2(=O)=O)cc1
 : i | i | i | i | i | -4 | -2 | i | i | i | 0
Cc1cc(Br)c(NC(=O)CN2CC=C(c3ccccc3)CC2)c(Br)c1
 : i | i | i | i | i | -12 | 0 | i | i | i | 9
CCCCn1c(O)c(C(CC)=NCCCn2ccnc2)c(=O)[nH]c1=O
 : i | i | i | i | i | -7 | nt | i | i | i | -4
Cc1ccccc1NS(=O)(=O)c1ccc(OCC(=O)N2CCN(C)CC2)cc1
 : i | i | i | i | i | -9 | -6 | i | i | i | 1
CCCNc1nc(OC)nc(N2CC3CC(C2)c2cccc(=O)n2C3)n1 (centres undefined)
 : i | i | i | i | i | -10 | 0 | i | i | i | 0
CCc1c(C)nc(N)nc1N1N=C1SC
 : i | i | i | i | i | -5 | 2 | i | i | i | 1
CCC(CO)(C(=O)OC1C[N+]2(C)CCC1CC2)c1ccccc1 (centres undefined)
 : i | i | i | i | i | -2 | -5 | i | i | i | -4
COC(=O)CC1(CC(=O)OC)C(=O)NC(=O)NC1=O
 : i | i | i | i | i | -15 | 0 | i | i | i | 10
Cc1n[nH]c(C)c1CCN
 : i | i | i | i | i | -4 | -1 | i | i | i | 0
CCOP(=O)(OCC)C(CC)N1CCOCC1 (centres undefined)
 : i | i | i | i | i | -5 | 3 | i | i | i | 7
Clc1cccc(Cl)c1CN1CCN(c2ccccc2)CC1
 : i | i | i | i | i | 0 | 1 | i | i | i | 2
Fc1ccc(NC2=NCCS2)cc1Cl
 : i | i | i | i | i | -8 | 3 | i | i | i | 1
CCC(=O)Nc1ccccc1
 : i | i | i | i | i | -2 | 0 | i | i | i | -5
CN1CCN(c2ccc([N+](=O)[O-])cc2Cl)CC1
 : i | i | i | i | 27* | -12 | 2 | i | i | i | 3
COc1ccc(S(=O)(=O)Cc2ccc(C(=O)N3CCC4(CC3)OCCO4)o2)cc1
 : i | i | i | i | i | -6 | -2 | i | i | i | -5
Cc1cc(O)c2c(C)c(CC(=O)N3C[C@H]4C[C@@H](C3)c3cccc(=O)n3C4)c(=O)oc2c1
 : i | i | i | i | i | -13 | -2 | i | i | i | 5
O=C(O)c1cccc2c1NC(C(=O)O)C1CC(Sc3ccccc3[N+](=O)[O-])C(Cl)C21 (centres undefined)
 : i | i | i | nt | nt | nt | 9 | nt | nt | nt | 4
CCOc1ccc(N=Cc2c(O)n(-c3cc(C)cc(C)c3)c(=O)[nH]c2=O)cc1
 : i | i | i | i | i | -12 | nt | i | i | i | 5
O=C1NC(=O)N(c2ccccc2)C(=O)/C1=C\c1ccccc1[N+](=O)[O-]
 : i | i | i | i | i | -7 | -2 | i | i | i | -10

(more compounds)
Values run as follows: KCNK3 inh | TMEM16A act | TMEM16A inh | KCNK9 block | TRPC4 PAM | hERG protect | Dyrk1A ADPGlo | TRPC4 agonist | KCNQ1 pot | KCNQ1 inh | HDAC3 inh
O=c1[nH]c2ccccc2c(=O)n1-c1ccc(Cl)cc1Cl
 : i | i | i | i | i | 0 | 1 | i | i | i | -3
CCOC(=O)[C@@]1(C#N)[C@@H]2C=CC(C(N)=O)=CN2[C@@H](C(N)=O)[C@@H]1c1cccc(Cl)c1
 : i | i | i | i | i | -4 | 17 | i | i | i | 3
CCCCC(=O)N/N=C/c1c(O)n(CCC2=CCCCC2)c(=O)[nH]c1=O
 : i | i | i | i | i | -13 | nt | i | i | i | 1
COc1cc(CN2CCN(C(=O)Cc3ccccc3)CC2)cc(OC)c1OC
 : i | i | i | i | i | -1 | 1 | i | i | i | 3
CN1C(=O)COc2c(C(=O)NC3CN4CCC3CC4)cc(Cl)cc21 (centres undefined)
 : nt | nt | i | i | i | -7 | nt | i | i | i | -6
O=c1c2ccccc2nc(Cc2cccc([N+](=O)[O-])c2)n1-c1ccc(O)cc1
 : i | i | i | i | i | -8 | 0 | i | i | i | -5
CCOC(=O)C(O)(c1cn(C)c2ccccc12)C(F)(F)F (centres undefined)
 : i | i | i | i | i | -9 | -1 | i | i | i | 2
CNCCc1c(C)n[nH]c1C
 : i | i | i | i | i | 3 | -6 | i | i | i | -3
